proKLK7 act: proKLK7 zymogen activators, primary screen, biochemical, fluorescence intensity. Kallikrein-7 (Homo sapiens), P49862. purified proKLK7, EDANS-DABCYL substrate fluorescence; 100% is mature enzyme control, 0% vehicle. 370,000 compounds, 0.9% hits. activation, % at 7 µM;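 active = activation above the mean of all tested compounds plus 3 SD, computed per campaign excluding outliers beyond control limits, cut at about 13% in these data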
Target sequence (P49862 whole entry, looked up): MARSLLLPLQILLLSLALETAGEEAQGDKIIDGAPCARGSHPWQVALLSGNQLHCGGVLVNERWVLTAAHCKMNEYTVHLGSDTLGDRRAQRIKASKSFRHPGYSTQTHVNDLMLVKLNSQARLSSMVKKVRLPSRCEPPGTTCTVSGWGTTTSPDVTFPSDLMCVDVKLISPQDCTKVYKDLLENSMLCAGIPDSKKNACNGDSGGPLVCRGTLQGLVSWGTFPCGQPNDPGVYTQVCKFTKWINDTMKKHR
GC-B act: human GC-B receptor activators, primary screen, HEK293 GC-B cells, cGMP TR-FRET, EC30 CNP. Atrial natriuretic peptide receptor 2 (Homo sapiens), P20594. 0% at EC30 CNP, 100% saturating CNP. activation, % at 10 µM. 370,000 compounds, 0.11% hits. AID 1920062, 2024;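 active = activation at 10 µM reaching about 35% in either raw or pattern-adjusted values, limit read from the data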
ARFGAP1 inhibitor: inhibitors of rat ARFGAP1 GAP activity, primary screen, biochemical, fluorescence polarization, GDP tracer; ADP-ribosylation factor GTPase-activating protein 1 (Rattus norvegicus), Q62848; Arfgap1-stimulated ARF1 GTP hydrolysis, GDP FP detection; inhibition, % at 16.5 µM; 360,000 compounds, 0.26% hits;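 active = inhibition above a per-plate limit, mean inhibition of low control wells plus 3 SD, cut at about 25% in these data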;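 also: 0% = DMSO wells with enzyme and 100% = wells lacking Arfgap1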
Target sequence (Q62848 1-136 limits assumed): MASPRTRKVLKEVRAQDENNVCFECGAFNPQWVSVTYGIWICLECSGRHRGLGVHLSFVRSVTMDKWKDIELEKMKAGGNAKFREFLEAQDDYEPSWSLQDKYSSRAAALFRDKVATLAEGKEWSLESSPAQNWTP
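Material: rat Arfgap1 catalytic domain, aa 1-136; also added: human ARF1(Δ1-17)-GTP substrate; compound dosing: one concentration, 16.5 µM, DMSO 1.26%; incubation: GTP hydrolysis reaction 2 h at 25 °C; measured by: Tracer-displacement fluorescence polarization with EDTA stop, 620/688 nm; evaluation: % inhibition from polarization; repeats: one replicate per compound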
HGIII-sPLA2 inh: human group III sPLA2 inhibitors, primary screen, biochemical, QFRET, BODIPY PC-A2 liposome substrate. Group 3 secretory phospholipase A2 (Homo sapiens), Q9NZ20. QFRET BODIPY PC-A2 liposome hydrolysis, fluorescence. inhibition, % at 12.2 µM. 370,000 compounds, 0.56% hits. AID 743126, 2013;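 active = inhibition above mean plus 3 SD of compounds lying within the high and low control bounds, cut at about 19% in these data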;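 also: 0% = median of test compound wells and 100% = no enzyme DMSO wells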
ADAM10 inh: human ADAM10 inhibitors, primary screen, biochemical, QFRET, HTS. Disintegrin and metalloproteinase domain-containing protein 10 (Homo sapiens), O14672. recombinant ADAM10, EDANS/DABCYL FRET peptide cleavage, 3 h. inhibition, % at 7 µM. 370,000 compounds, 0.62% hits;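 active = inhibition above a per-campaign cutoff equal to the mean of compounds falling between control-based bounds plus 3 SD, cut at about 20% in these data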;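 also: 0% = DMSO wells while the 100% control is not disclosed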
Tn6 DDE FP: inhibitors of Tn6 peptide binding to fibrin DD(E), primary screen, biochemical, fluorescence polarization, human fibrin, Tn6 probe. Fibrin DD(E) TRITC-Tn6 fluorescence polarization displacement. 370,000 compounds, 0.21% hits. inhibition, % at 8.3 µM;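 active = inhibition above a per-campaign cutoff: mean of compounds within control limits plus 3 SD, cut at about 15% in these data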;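 also: 0% = median of all compound wells on the plate and 100% = blocking peptide control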
GAA850 FXN act: FXN promoter activators, primary screen, cell-based, luciferase luminescence, HEK293 lucGAA850. HEK293 lucGAA850 FXN promoter luciferase reporter, 24 h; percent of 10 µM SAHA response. activation, % at 6 µM. 360,000 compounds, 0.56% hits;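 active = activation above the average of all compounds screened plus 3 SD, cutoff fixed separately per campaign, cut at about 7.5% in these data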;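 also: 0% = DMSO wells and 100% = 10 µM SAHA wells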
ASAP1 GAP inh: inhibitors of human ASAP1 ArfGAP activity, primary screen, biochemical, fluorescence polarization | Arf-GAP with SH3 domain, ANK repeat and PH domain-containing protein 1 (Homo sapiens), … | ASAP1-stimulated ARF1 GTP hydrolysis, GDP FP detection | inhibition, % at 16.5 µM | 360,000 compounds, 0.19% hits; in the data active = inhibition above about 25%;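 also: 0% = vehicle with enzyme and substrate and 100% = no enzyme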
Target sequence (Q9ULH1 325-724 limits assumed): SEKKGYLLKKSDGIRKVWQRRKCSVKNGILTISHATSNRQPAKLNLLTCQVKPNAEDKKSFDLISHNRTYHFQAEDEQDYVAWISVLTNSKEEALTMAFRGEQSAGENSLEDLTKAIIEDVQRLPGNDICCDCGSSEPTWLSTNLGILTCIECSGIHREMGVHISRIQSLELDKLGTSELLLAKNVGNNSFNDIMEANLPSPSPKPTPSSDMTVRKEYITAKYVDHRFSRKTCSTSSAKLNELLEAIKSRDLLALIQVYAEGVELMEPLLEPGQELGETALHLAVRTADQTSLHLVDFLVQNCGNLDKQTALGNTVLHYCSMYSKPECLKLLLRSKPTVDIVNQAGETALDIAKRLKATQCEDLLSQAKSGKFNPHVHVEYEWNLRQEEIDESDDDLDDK
rCAG binder: binders of r(CAG) RNA repeats, primary screen, biochemical, fluorescence. r(CAG) RNA repeat, TO-PRO-1 dye displacement fluorescence. inhibition, % at 3 µM. 370,000 compounds, 1.3% hits. AID 651821, 2012;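 active = inhibition above the plate cutoff, the mean of all test compounds on that plate plus 3 SD, cut at about 35% in these data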;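 also: 0% = DMSO alone and 100% = 100 µM mitoxantrone as full dye displacement; higher means more dye released from RNA so lower well fluorescence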
NPR1 activator: GC-A stimulated cGMP production enhancers – HEK293 GC-A cells, cGMP TR-FRET, EC30 ANP, primary screen; Atrial natriuretic peptide receptor 1 (Homo sapiens), P16066; 0% at EC30 ANP, 100% saturating ANP; activation, % at 10 µM; 370,000 compounds, 0.14% hits; AID 1671463, 2021; in the data active = activation above about 40%
* hit, by the source's call; i = inactive; x = not tested or not shown.

SMILES | proKLK7 act | GC-B act | ARFGAP1 inhibitor | HGIII-sPLA2 inh | ADAM10 inh | Tn6 DDE FP | GAA850 FXN act | ASAP1 GAP inh | rCAG binder | NPR1 activator
CN(CC(=O)Nc1ccc(Cl)c(C(F)(F)F)c1)C(=O)C1CCN(C(=O)c2ccc(Cl)cc2)CC1 | 0.6 | -4 | 8 | -19 | 11 | -1 | -3.5 | 5 | 2 | -7
CC(C)NC(=O)c1ccc(NC(=O)CC2SC(N3CCCC3)=NC2=O)cc1 (stereo not given) | 0.3 | 3 | 1 | 2 | -3 | 4 | 0.8 | 4 | 0 | -1
COc1ccc(C(=O)OCC(=O)NC23CC4CC(CC(C4)C2)C3)c(O)c1 | 0.2 | -3 | -1 | -15 | 10 | 1 | 1.2 | 7 | 2 | -2
C/C(=N\NC(=O)C1COc2ccccc2O1)c1cccs1 (stereo not given) | -0.3 | x | 1 | 0 | -2 | -1 | 2.6 | 8 | -4 | x
O=C(NCCOC(=O)C1COc2ccccc2O1)C1COc2ccccc2O1 (stereo not given) | -0.6 | -3 | -5 | -3 | 7 | 1 | -0.9 | -7 | 1 | 2
O=C(CN1C(=O)c2cccnc2Oc2ccc(Cl)cc21)NC1CCCC1 | 0.3 | -6 | -2 | 11 | -5 | -6 | 0.6 | -4 | -1 | -8
O=C1C2C3C=CC(C4CC34)C2C(=O)N1c1ccc2c(c1)OCO2 (stereo not given) | -0.4 | 0 | 9 | 7 | -4 | 2 | 0.7 | -4 | -2 | 3
COc1cccc(NS(=O)(=O)c2ccc3c(c2)C2C=CCC2C(c2ccc(C(=O)O)cc2)N3)c1 (stereo not given) | 2.0 | -1 | -16 | -21 | -1 | -8 | 1.5 | 5 | 96* | -6
Cc1cccc(CC(=O)Nc2cc(=O)n(C)c(=O)n2C)c1 | -0.3 | -5 | -5 | 5 | -10 | -1 | 2.4 | 2 | -1 | 4
O=C(CC(NC(=O)OCc1ccccc1)c1nn[nH]n1)OCc1ccccc1 (stereo not given) | -0.2 | -4 | -22 | -4 | -18 | 3 | 2.4 | -1 | 8 | -1
COc1ccc(NS(=O)(=O)c2cc(NC(=O)/C=C/c3cccs3)ccc2N2CCOCC2)cc1 | -10 | 3 | 1 | -19 | 10 | -6 | -1.4 | 4 | 14 | 3
Cc1ccc(CNC(=O)c2ccc(Cl)c(S(=O)(=O)N3CCCCC3)c2)cc1 | -1.1 | -2 | 9 | -1 | 2 | -6 | 0.6 | 12 | 3 | 3
C[C@@H]1CCCCO[C@@H](CN(C)S(=O)(=O)c2cccs2)[C@@H](C)CN([C@H](C)CO)C(=O)c2cc(NS(=O)(=O)c3ccccc3)ccc2O1 | 0.4 | -2 | 3 | -21 | 6 | -2 | -2.1 | 14 | 10 | -1
CN(CCc1cnn(C)c1)C(=O)C1CCC(=O)N(CC2CCCCC2)C1 (stereo not given) | -1.0 | 0 | 10 | 0 | -2 | -3 | 2.2 | 4 | -5 | 3
CC1=CC(=C(C#N)c2nc3ccccc3s2)C=C(C)N1Cc1ccco1 | -0.2 | -6 | 2 | 4 | -3 | -7 | 2.3 | 10 | 1 | 1
COc1ccc(C(=O)NC(CCSC)C(=O)NCc2nnc3ccccn23)cc1 (stereo not given) | -0.1 | -2 | -3 | 3 | -3 | 6 | 1.7 | 5 | 1 | -2
CC1CCCC(C)N1CCCNC(=O)Cn1cc2c(n1)CCCC2 (stereo not given) | -0.4 | -6 | 0 | -2 | -16 | 2 | 1.8 | 0 | -5 | -5
CCc1ccc(-c2cc(C(=O)NCc3ccccn3)c3ccccc3n2)cc1 | -1.0 | 2 | 1 | -14 | i | -8 | 6.5 | 7 | 3 | 9
COc1ccccc1NC(C)=O | -0.6 | 1 | -5 | 0 | 4 | -7 | -0.4 | -6 | 0 | 3
CC(C)OC(=O)CSc1nnc(CNc2ccc(Cl)cc2)n1Cc1ccccc1 | -0.2 | -17 | 0 | -12 | 10 | -1 | -1.8 | -9 | -8 | -30
COC(=O)N[C@H](c1ccccc1)[C@@]1(C)C[C@@H]1[C@@H](C)C(=O)Nc1ccc2ccccc2c1 | 0.2 | 0 | 2 | -10 | 7 | -2 | -1.1 | 2 | 6 | -3
Cn1c(/C(C#N)=C2/CCCCCN2)nc2ccccc21 | 1.1 | 3 | 2 | 2 | -18 | 3 | 4.8 | 0 | 0 | 1
O=C(NCc1ccc(F)cc1)C1CCCN(S(=O)(=O)c2cccnc2)C1 (stereo not given) | -0.6 | 8 | -7 | -5 | 2 | 5 | 1.8 | -13 | -2 | 4
Cc1cccc(C(=O)NNC(=O)/C=C/C(=O)O)c1 | 0.9 | 6 | 15 | 10 | -9 | -3 | 3.6 | -8 | -5 | -5
CCCCn1c(O)c2n(c1=O)Cc1ccccc1N=C2c1ccccc1 | 0.1 | 6 | -8 | -7 | -2 | -11 | x | 12 | 1 | 7
CCCn1c(SCC(=O)Nc2cccnc2Cl)n[nH]c1=O | -0.6 | 3 | 0 | 2 | -6 | -2 | -1.3 | 0 | 2 | -4
O=C(NCCC1=CCCCC1)C1CCN(S(=O)(=O)c2ccc(-n3cnnn3)cc2)CC1 | 0.1 | -3 | -11 | -10 | -1 | -1 | 1.0 | -6 | 3 | -1
COc1ccccc1CCc1nnc(CCC(=O)NCC[C@@H]2C[C@@H]3C=C[C@H]2C3)o1 | 0.7 | -3 | -1 | 3 | -2 | 10 | -1.8 | 0 | -6 | 1
CCOC(=O)CSc1nn(-c2ccccc2)c(=S)s1 | -1.1 | -12 | -8 | -26 | 3 | 0 | 0.5 | -2 | -4 | 3
COc1cccc(CN(C)C(=O)c2ccc(C)c(S(=O)(=O)N3CCCCC3)c2)c1 | 0.4 | -3 | -2 | -11 | 4 | 2 | -0.1 | 2 | -2 | -1
CC[C@H](C)[C@H](NC(N)=O)C(=O)Nc1ccccc1F | -0.1 | 6 | -15 | 0 | 0 | -3 | 3.9 | -7 | -4 | 2
CCOC(=O)c1sc(=NC(=O)c2cccc(Br)c2)n(C)c1C | 0.1 | -2 | -6 | -5 | -9 | -2 | 2.5 | -3 | -1 | 10
CCc1ccc(OCCOC(=O)Nc2ccccc2)cc1 | -0.2 | 1 | 8 | -3 | 6 | 3 | 0.3 | 0 | 1 | -1
CCOc1ccc(NS(=O)(=O)c2ccc(C(=O)N3CC(C)OC(C)C3)cc2)cc1 (stereo not given) | -0.5 | 1 | -7 | -5 | -1 | 0 | 0.8 | -12 | 1 | -1
S=c1[nH]nc(-c2ccccc2)c2ccccc12 | 0.7 | -2 | 4 | 20* | -6 | 1 | 2.5 | 3 | -2 | -5
O=C1C2C3C=CC(C3)C2C(=O)N1c1ccc2c(c1)OCO2 (stereo not given) | 0.2 | 3 | -11 | 3 | 8 | -2 | -0.4 | 14 | 2 | 1
CCOC(=O)CSc1nc2ccccc2c(=O)[nH]1 | 0.5 | 3 | 5 | -5 | -5 | -2 | -0.3 | 2 | 2 | -1
CCOC(=O)c1ccc(NC(=S)NC(=O)c2cncc(Br)c2)cc1 | 0.1 | -6 | 2 | 0 | 75* | -8 | 2.8 | 0 | 0 | 2
COc1ccc(C)cc1N(CC(=O)Nc1cccc(N(C)S(C)(=O)=O)c1)S(C)(=O)=O | 0.4 | 1 | 14 | 7 | 0 | 0 | -1.9 | 6 | 0 | 1
O=c1c2cnn(-c3ccccc3)c2ncn1Cc1cccc(Cl)c1 | 0.0 | 2 | -7 | 3 | 4 | 2 | -1.1 | 7 | 5 | -5

Retrieved by compound from the entries so far:
SMILES | proKLK7 act | GC-B act | ARFGAP1 inhibitor | HGIII-sPLA2 inh | ADAM10 inh | Tn6 DDE FP | GAA850 FXN act | ASAP1 GAP inh | rCAG binder | NPR1 activator
O=C1C2C3C=CC(C3)C2C(=O)N1c1ccc2c(c1)OCO2 (stereo not given) | 0.2 | 3 | -11 | 3 | 8 | -2 | -0.4 | 14 | 2 | 1
CCOC(=O)CSc1nn(-c2ccccc2)c(=S)s1 | -1.1 | -12 | -8 | -26 | 3 | 0 | 0.5 | -2 | -4 | 3
CCOC(=O)CSc1nc2ccccc2c(=O)[nH]1 | 0.5 | 3 | 5 | -5 | -5 | -2 | -0.3 | 2 | 2 | -1

Some values from the results shown.
Result for O=c1c2cnn(-c3ccccc3)c2ncn1Cc1cccc(Cl)c1 in HGIII-sPLA2 inh: 3
Result for S=c1[nH]nc(-c2ccccc2)c2ccccc12 in GAA850 FXN act: 2.5
Result for COc1ccccc1CCc1nnc(CCC(=O)NCC[C@@H]2C[C@@H]3C=C[C@H]2C3)o1 in Tn6 DDE FP: 10
Result for Cc1cccc(C(=O)NNC(=O)/C=C/C(=O)O)c1 in NPR1 activator: -5
Result for O=C(NCc1ccc(F)cc1)C1CCCN(S(=O)(=O)c2cccnc2)C1 (stereo not given) in Tn6 DDE FP: 5

More entries follow:
SMILES | proKLK7 act | GC-B act | ARFGAP1 inhibitor | HGIII-sPLA2 inh | ADAM10 inh | Tn6 DDE FP | GAA850 FXN act | ASAP1 GAP inh | rCAG binder | NPR1 activator
O=[N+]([O-])c1cccc(/C=C/c2nc(C=Nc3ccccc3)c(O)o2)c1 | -0.2 | -6 | 0 | 7 | -3 | 0 | -2.3 | 4 | -1 | 3
COc1cc(C(=O)NCC(c2ccco2)N2CCCC2)ccc1OCc1ccc(Cl)cc1Cl (stereo not given) | -0.5 | 9 | 8 | -16 | 4 | 3 | 0.0 | -17 | 2 | 3
Cc1ccc(S(=O)(=O)N2CCN(C(C)CC(=O)O)CC2)cc1 (stereo not given) | -0.1 | 1 | -5 | -2 | -1 | 2 | -0.1 | 9 | -1 | 3
O=C(CN(C(=O)CNC(=O)c1cccs1)c1cccc(F)c1)NC1CCCC1 | 0.6 | 7 | -5 | 8 | 1 | 7 | 0.1 | -14 | -4 | 0
CCCN(C(=O)CSCc1ccccc1C)c1c(N)n(Cc2ccccc2)c(=O)[nH]c1=O | -0.7 | -9 | -7 | 1 | -10 | 7 | -1.0 | -2 | -3 | -3
C[C@@H]1CN([C@@H](C)CO)C(=O)c2cc(N(C)C)ccc2O[C@@H](C)CCCCO[C@@H]1CN(C)S(=O)(=O)c1cccs1 | 0.1 | 9 | 4 | 7 | -9 | 0 | -2.9 | 7 | 4 | 5
CC1CCN(C(=O)CCN2C(=O)/C(=C/c3cccs3)SC2=S)CC1 | -0.4 | 1 | -2 | -3 | -7 | 3 | 2.2 | -3 | 3 | -6

Bioassay records (PubChem BioAssay)
